RT RNaseH block – inhibitors of HIV-1 reverse transcriptase RNase H. RT-RNase H RNA/DNA duplex cleavage, fluorescence. P04585. AID 565. inhibition, % at 10 µM. 65,000 tested, 1.9% active; in the data active means inhibition above about 50%
RmlC RmlD mix – mixture blocks RmlC and RmlD coupled enzyme activity | inhibition, % at 5.5 µM | RmlC/RmlD coupled enzyme inhibition, 384-well mixture HTS | 110,000 tested, 0.39% active; in the data active means inhibition above about 30%, passing the limit was not always enough; further: strong numbers were not always called active
Starred values were filed as active, the others as inactive; . = no result given.

The first 3 compounds, to show the layout:
SMILES	RT RNaseH block	RmlC RmlD mix
CCCCc1c(C)c(C#N)c2[nH]c3ccccc3n2c1=O	.	11
Cc1cccc(OCC(=O)NC(C)C(=O)N/N=C/c2c(OCc3ccccc3)ccc3ccccc23)c1 (centres undefined)	.	6
CCCCN(C)CCCNC(=O)C1CC(=O)N(Cc2ccc(OC)cc2)C1 (centres undefined)	-3	.

The list itself, from the start:
SMILES	RT RNaseH block	RmlC RmlD mix
CCCCc1c(C)c(C#N)c2[nH]c3ccccc3n2c1=O	.	11
Cc1cccc(OCC(=O)NC(C)C(=O)N/N=C/c2c(OCc3ccccc3)ccc3ccccc23)c1 (centres undefined)	.	6
CCCCN(C)CCCNC(=O)C1CC(=O)N(Cc2ccc(OC)cc2)C1 (centres undefined)	-3	.
COCCNC(=O)Cn1nc(C(F)(F)F)c(Cl)c1C	1	-17
CCCS(=O)(=O)N1CCCC(C(=O)NCc2ccc3c(c2)OCO3)C1 (centres undefined)	-24	-12
O=C(c1cc2sccc2n1Cc1ccc(F)cc1)N1CCN(c2nc3ccccc3s2)CC1	.	-1
COC(=O)c1ccccc1N1C(=O)C2C(C1=O)C1C=CC2C12CC2 (centres undefined)	-3	-2
CCn1c(C)cc(/C=C2\NC(=O)N(CC(=O)Nc3cccc(C)c3)C2=O)c1C	.	-9
Cc1ccc(-n2c(O)c(C=Nc3ccc(S(=O)(=O)N(C)C)cc3)c(=O)[nH]c2=O)cc1	.	-9
CCOC(=O)C1=C(C)NC(=O)C(C#N)C1c1ccncc1 (centres undefined)	-10	-12
COC(=O)c1c(NC(NC(=O)C(C)(C)C)C(Cl)(Cl)Cl)sc2c1CCC2 (centres undefined)	.	-4
O=C(CSc1nnc(-c2cccs2)n1-c1cccc(Cl)c1)c1cccc2c1OCCO2	.	8
O=C(O)C1C2C=CC(C2)C1C(=O)NCCc1ccccc1 (centres undefined)	-1	-8
Cc1ccccc1S(=O)(=O)Cc1ccc(C(=O)NCCCOC(C)C)o1	-7	-10
COc1ccccc1NC(=O)c1cc2ccc(O)cc2o/c1=N\O	-12	-3
Clc1ccc(-c2csc3ncnc(NCCN4CCOCC4)c23)cc1	.	-29
COc1cc2c(cc1NC(=O)COC(=O)Cn1cnc3ccccc31)oc1ccccc12	-21	.
O=C(NC1CCCCC1)C(c1ccco1)N(Cc1cccnc1)C(=O)C1COc2ccccc2O1 (centres undefined)	-5	17
Cc1c(CCO)c(=O)n(-c2ccccc2)n1S(=O)(=O)c1ccc(Cl)cc1	.	0
CC(=O)Nc1ccc2nc(SCC(=O)Nc3ccc(N4CCOCC4)c(Cl)c3)sc2c1	.	-11
C=CCN(CC=C)C(=O)Nc1cc(Cl)ccc1OC	-30	12
CC(=O)c1c(N2CCOCC2)nc(=S)n(-c2cc(C)ccc2C)c1C	-1	-12
Cc1cccc(C)c1OCC(=O)Nc1oc(-c2ccccc2)c(-c2ccccc2)c1C#N	.	-15
COCC(=O)Nc1nc2ccccc2s1	.	11
COC(=O)C(NC(C)=O)(Nc1ccccc1)C(=O)OC	-8	27
CCOP(=O)(OCC)C(C#N)=C1SCN(c2ccc(Cl)cc2)CS1	.	-10
CN=C1SC(CC(=O)Nc2ccc(N3CCOCC3)cc2)C(=O)N1C (centres undefined)	2	9
O=C(CCC(=O)c1cccs1)Nc1ccc(F)c(F)c1F	.	-12
CCO[C@@H]1OC(C(=O)NCc2ccccc2)=C[C@H](C2CC2)[C@H]1CCCO	.	-12
CCn1c2ccccc2c2nnc(SCc3ccc(C(=O)OC)o3)nc21	-30	14

Random excerpt: seven compounds from above, in no set order.
SMILES	RT RNaseH block	RmlC RmlD mix
CCOP(=O)(OCC)C(C#N)=C1SCN(c2ccc(Cl)cc2)CS1	.	-10
O=C(c1cc2sccc2n1Cc1ccc(F)cc1)N1CCN(c2nc3ccccc3s2)CC1	.	-1
O=C(CSc1nnc(-c2cccs2)n1-c1cccc(Cl)c1)c1cccc2c1OCCO2	.	8
O=C(CCC(=O)c1cccs1)Nc1ccc(F)c(F)c1F	.	-12
COCC(=O)Nc1nc2ccccc2s1	.	11
Clc1ccc(-c2csc3ncnc(NCCN4CCOCC4)c23)cc1	.	-29
COCCNC(=O)Cn1nc(C(F)(F)F)c(Cl)c1C	1	-17

Going on with the list.
SMILES	RT RNaseH block	RmlC RmlD mix
CC(C)(C)C1=C(C#N)C(c2ccc3c(c2)OCO3)C(C#N)=C(N)O1 (centres undefined)	-2	7
COc1cc(NC(=O)c2ccc(COCC(F)(F)F)o2)cc(OC)c1OC	4	12
CC(NC(=O)c1cn(C)c2ccc(S(=O)(=O)N3CCCC3)cc2c1=O)c1ccc2c(c1)OCCO2 (centres undefined)	11	7
COc1cccc(CC(NC(C)=O)C(=O)NC2CCN(c3nnnn3-c3ccccc3)CC2)c1 (centres undefined)	.	4
CCOC(=O)c1ccc(NC(=O)c2c(N)n(C)c(=O)n(C)c2=O)cc1	.	7
COc1ccc(N(CC(O)Cn2nnc3ccccc32)S(=O)(=O)c2ccc(C)cc2)cc1 (centres undefined)	-12	3
COc1cccc(N2CCN(CC(=O)Nc3nnc(-c4ccccc4)s3)CC2)c1	-4	2
CCO[C@H]1OC(C(=O)Nc2ccccc2)=C[C@@H](C2CC2)[C@@H]1CCCO	.	-2
CCOc1ccccc1-n1nnnc1SCC(=O)Nc1cc(C)on1	-77	-10
CCOc1ccc(OCC)c(NC(=O)C2CCCN2S(=O)(=O)c2cccc3cccnc23)c1 (centres undefined)	-17	7
COc1cccc(-c2nnc3sc(-c4ccco4)nn23)c1	-14	44
CCCc1cc(=O)[nH]c(SCC(=O)NC(=O)c2ccccc2)n1	0	4
Cc1cc2nsnc2c(S(=O)(=O)NCC(=O)O)c1C	-2	15
COc1cccc(/C=N/NC(=O)CC2C(=O)NN=C2C)c1O (centres undefined)	.	1
Cc1c(C(=O)N2CCN(C)CC2)oc2ccc(S(=O)(=O)N3CCOCC3)cc12	-3	-4
CC(=O)N1C(C(=O)O)CSC1c1ccc(C)cc1 (centres undefined)	-10	-6
C#CC[N+](CC)(CC)CC#Cc1cccc(Cl)c1	.	-9
Cc1c(NC(=S)N/N=C/c2ccc(O)cc2)c(=O)n(-c2ccccc2)n1C	.	-11
CC(C)(C)OC(=O)NCCCC[C@H](NC(=O)c1nc[nH]c1C(=O)N1CCN(C(=O)OC(C)(C)C)CC1)C(=O)OC(C)(C)C	.	8
COc1ccccc1N=C(C)C1=C(O)CSC1=O	-19	-11
O=C(NCCCN1CCCC1=O)c1cccc(N2CCCC2=O)c1	-13	-11
COC(=O)c1c(C)[nH]c(C(=O)OCc2ccc(F)cc2)c1C	2	-9
Cc1cc(C(c2ccc(C)o2)c2ccc(C)o2)c(O)c([N+](=O)[O-])c1	.	3
CCOC(=O)N1CCC(NC(=O)C2CCN(C(=O)N3CC(C)Oc4ccccc43)CC2)CC1 (centres undefined)	.	-9
CCCc1nnc(SCC(=O)Nc2ccc(OCC)cc2)n1N	2	-13
COc1ncnc2c1cnn2-c1ccccc1	.	-10
Cc1cc(C(=O)CSc2nc(N)cc(=O)[nH]2)c(C)n1CCc1ccc(F)cc1	.	-9
Cc1nnc(NC2=NCCC2)o1	-2	0
C#CCOCCOCCOCCNc1nc(N2CCOCC2)nc(N2CCN(C(=O)[C@H]([C@@H](C)CC)n3cc([C@@H](N)Cc4ccc(O)cc4)nn3)CC2)n1	.	-10
COc1cccc(-c2ccc(=O)n(CC(=O)NCCN3CCOCC3)n2)c1	-5	9
CCOC(=O)C1CCN(CC(=O)Nc2c(C(=O)OC)[nH]c3ccc(Cl)cc23)CC1	-1	1
C[C@H](CO)NC(=O)[C@H](C)[C@@H]1C[C@@]1(C)[C@@H](NC(=O)OCc1ccccc1)c1ccccc1	.	-13
COc1ccc2ccccc2c1CN1CCCC(CO)C1 (centres undefined)	-5	0
COc1ccc(-c2nsc(SCC(=O)Nc3cc(C)on3)n2)cc1	84*	6
CCc1cc(/C(Cc2cscn2)=N\O)c(O)cc1O	.	-6
NC(=O)C1CCN(C2=C(Cl)C(=O)c3ccccc3C2=O)CC1	.	8
Fc1c(F)c(C(F)(F)F)c(F)c(F)c1N/N=C\c1cccs1	.	14
CN(CC(=O)NCc1ccncc1)S(=O)(=O)c1ccccc1	.	5
O=C(COC(=O)c1ccc(Br)c(S(=O)(=O)N2CCOCC2)c1)NCC1CCCO1 (centres undefined)	-16	-5
CCN(CC)CCOC(=O)c1cccc(Cl)c1	-10	3
Cc1ccccc1C(=O)NCc1nnc(SCC(=O)N2CCN(c3ccccc3)CC2)n1C	.	-8
Brc1c(CSc2nncn2-c2ccccc2)nc2ncccn12	-2	25
CC1(C)OC(c2ccccc2)=C/C(=C/C=Nc2ccccc2)O1	.	-5
Cc1ccc(S(=O)(=O)c2c(C)nn(C(C)(C)C)c2OC(=O)c2ccco2)cc1	-1	12
CCOC(=O)C(NC(=O)CC)(Nc1ccc(C(O)(C(=O)OCC)C(F)(F)F)cc1C)C(F)(F)F (centres undefined)	.	3
O=C(c1c(F)c(F)c(F)c(F)c1F)N(Cc1ccccc1)Cc1ccccc1	.	4
COc1cc(C(c2sc3nc(C)nn3c2O)N2CCc3ccccc3C2)cc(OC)c1OC (centres undefined)	24	-7
O=C(CCSc1nnc(-c2ccncc2)o1)Nc1ccccc1	-6	8
COc1ccc(C(=O)/C=C/N(C)C)cc1	.	2
Cc1ccc2nc(SCC(=O)N3CCOCC3)[nH]c2c1	.	-8
CCCCCC(=O)Nc1cccc(C2=NOC3(C2)C[C@H](C(N)=O)N(C(=O)CC)C3)c1 (some centres undefined)	.	3
COCc1cc(C)nc(Nc2cc(C)ccc2C)c1C#N	-17	-11
Cc1cc(C)c(NC(=O)CS(=O)CC(=O)NC2CCCc3ccccc32)c(C)c1 (centres undefined)	.	-9
Cc1cc(N)c(-n2cc3c(=O)n(C)c(=O)n(C)c3c2)cc1C	-5	3
C#C[C@]1(O)CC[C@H]2[C@@H]3CCc4cc(OC)ccc4[C@H]3CC[C@@]21C	0	2
COc1ccc(Cn2nnnc2C(C(C)C)N2CCN(c3ccccc3OC)CC2)cc1 (centres undefined)	-1	-7
O=C(CSCc1ccccc1)N1CCN(Cc2ccc3c(c2)OCO3)CC1	-2	-6
CC1(c2nnc(-c3ccc(F)cc3)o2)CC(c2ccc([N+](=O)[O-])cc2)=NO1 (centres undefined)	.	3
COc1ccc(CCNC(C)CCc2ccc(OC)cc2)cc1 (centres undefined)	.	-27
CC(=O)Nc1ccc(S(=O)(=O)N(C)CCOCc2ccccc2)cc1	.	-20

(further entries)
SMILES	RT RNaseH block	RmlC RmlD mix
O=C1CC(Nc2ccccc2)C(=O)N1Cc1ccccc1 (centres undefined)	.	8
CCOC(=O)c1cnc(N2CCOCC2)[nH]c1=O	-11	8
CCc1c(O)nc(SCC(=O)Nc2ccc(C)cc2)n(C2CCCCC2)c1=O	5	-2
CC(C)(C)NS(=O)(=O)c1ccc(CCC(=O)N2CCCCC2)cc1	-5	3
Cc1cccc(NCC(O)Cn2cnc3c2c(=O)n(C)c(=O)n3C)c1 (centres undefined)	-1	-13
CN(CCNC(=O)c1ccc(/C=N/O)nc1)Cc1ccccc1	-20	.
C[N+]12CCC(CC1)C(C(O)(c1ccccc1)c1cccs1)C2 (centres undefined)	.	-8
OC(COCCC12CC3CC(CC(C3)C1)C2)CN1CCCCC1 (centres undefined)	.	-9
C=C(C)Cn1c(=O)c2c(nc3n2CCN3c2cccc(Cl)c2C)n(C)c1=O	5	10
O=C(CSc1nc2ccccc2o1)NC(=O)NCc1ccccc1	.	-19
CCOc1ccc(C(=O)N/N=C(\c2ccccc2)c2ccccn2)cc1	.	-7
Cc1ccc(C(=O)CSc2nnc(CNc3nc(-c4ccccc4)cs3)n2C)cc1	2	14
O=C(Nc1ccc2c(c1)OCCO2)C1CCN(S(=O)(=O)c2cccs2)CC1	2	-23
COc1ccc(S(=O)(=O)N2C3CCC2CC(NC(=O)C2CC2)C3)cc1 (centres undefined)	1	-1
COc1ccc(-n2c(-c3cccc(OC)c3)nc(=S)c3c2CCCC3)cc1	.	-5
O=C(CCCc1ccccc1)c1ccc2c(c1)OCCO2	.	-7
COc1cccc(N2CCN(c3ncnc4c3[nH]c3ccc(F)cc34)CC2C)c1 (centres undefined)	-8	4
Cn1c(SCC(=O)c2ccc(F)cc2)nnc1-c1cnccn1	-4	-7
CN1CCN(CCNC(=O)c2cc3c(=O)n(C)c4ccccc4c3n2C)CC1	-8	-7
Fc1nc(N2CCCC2)c(F)c(Oc2ccccc2Oc2c(F)c(F)nc(N3CCCC3)c2F)c1F	.	4
Cc1cccc(C)c1NC(=O)Cn1cnc2c(=O)n(C)c(=O)n(C)c21	-5	7
COc1ccc(-c2noc(CCCC(=O)Nc3ccc(C(N)=O)cc3)n2)cc1	.	7
O=C(Cn1cnc2c(nnn2Cc2ccc(F)cc2)c1=O)N1CCCc2ccccc21	5	9
O=C(O)c1ccc(Cl)c(S(=O)(=O)N2CCCCCC2)c1	3	41
COC(=O)C1CCN(CC(=O)Nc2sc3c(c2C#N)CCC3)CC1	.	-8
Cc1ccc2nc3c(cc(C#N)c(=N)n3CC3CCCO3)c(=O)n2c1 (centres undefined)	15	.
CC(=O)N1N=C(c2ccc3nccnc3c2)CC1c1ccccc1 (centres undefined)	.	17
Nc1nnc(SCC(=O)Nc2ccc(S(=O)(=O)N3CCOCC3)cc2)s1	.	8
COc1ccc(-n2nc(C(=O)NCc3ccco3)c3c4ccccc4n(C)c3c2=O)cc1	20	.
Cc1cc(C)n(CC(=O)Nc2ccccc2)n1	.	-13

Screening data: PubChem BioAssay, several laboratories

An excerpt; rates above refer to the full screens.
